TAAR1 antagonist: human TAAR1 antagonism. Q96RJ0. CHO RD-HGA16 TAAR1, Fluo-8 calcium fluorescence, antagonist. inhibition, % at 3 µM. 360,000 compounds, 1.5% hits. AID 624466;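 active = inhibition above a per-plate cutoff, the mean inhibition of test compounds on that plate plus 3 SD, cut at about 49% in these data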;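 also: 0% = DMSO plus EC80 beta-PEA response and 100% = DMSO alone without agonist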
Target sequence (Q96RJ0 whole entry, looked up): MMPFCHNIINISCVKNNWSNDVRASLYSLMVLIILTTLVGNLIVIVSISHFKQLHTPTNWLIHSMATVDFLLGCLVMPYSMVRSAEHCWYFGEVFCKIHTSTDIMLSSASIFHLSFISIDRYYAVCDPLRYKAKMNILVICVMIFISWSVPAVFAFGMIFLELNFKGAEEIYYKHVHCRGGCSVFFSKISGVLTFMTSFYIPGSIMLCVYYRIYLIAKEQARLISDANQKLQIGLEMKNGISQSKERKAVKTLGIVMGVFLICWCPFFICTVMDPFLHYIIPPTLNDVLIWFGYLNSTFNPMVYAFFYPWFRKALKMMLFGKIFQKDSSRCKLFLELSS
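Material: RD-HGA16 CHO cells with stable hTAAR1 and Gα16; Dosing: single nominal final test compound concentration of 3 µM; Schedule: seeding 17-24 h prior, 75-min 37 °C, 30-min RT dye loading; Detection: kinetic Fluo-8 calcium fluorescence measurement; Measure: % inhibition from peak post-agonist over basal fluorescence ratio; Benchmarks: vehicle and agonist controls.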
M1 PAM parental: counter-screen for M1 PAMs: effect in parental CHO-K1 cells. AID 602247. ATP EC20, Fluo-8 calcium fluorescence; 0% at ATP EC20, 100% at ATP max. 360,000 compounds, 0.02% hits. activation, % at 3 µM;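 active = activation above the run cutoff, the mean activation of all test compounds plus 3 SD, cut at about 40% in these data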;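 also: peak over basal fluorescence ratio in a 140 s read after ATP addition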
CHO-K1 Ca ag: nonselective activator or artifact in parental CHO-K1 cells | Fluo-8 calcium fluorescence; scaled to maximal ATP response, vehicle zero | AID 602248 | 360,000 compounds, 0.48% hits | activation, % at 3 µM; in the data active = activation above about 15%;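 also: untransfected CHO-K1 host cells lacking M1 receptor as counterscreen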
CHO parental Ca: counter-screen for OX1R antagonists: effect in parental CHO cells; parental CHO-K1, ATP-induced calcium, Fluo-8 fluorescence; inhibition, % at 5.6 µM; 330,000 compounds, 0.63% hits;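 active = inhibition above that plate's mean sample inhibition plus 3 SD, cut at about 26% in these data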;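 also: 0% = ATP-challenged DMSO wells and 100% = DMSO wells without ATP; some compounds past the cut are filed as inactive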
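Assay system – parental CHO cells · Reagent – ATP stimulus · Detection – intracellular calcium via Fluo-8 no-wash fluorescent dye · Evaluation – percent inhibition of ATP-evoked calcium rise, normalized to controls · Controls – ATP wells versus no-ATP DMSO wells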
M1 ag: human M1 muscarinic receptor agonism; P11229; CHO-K1 hM1, Fluo-8 calcium fluorescence, agonist mode; 0% DMSO, 100% acetylcholine EC100; activation, % at 3 µM; 360,000 compounds, 0.33% hits; AID 588814;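 active = activation above the run's mean compound activation plus 3 SD, cut at about 16% in these data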;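 also: peak over basal fluorescence ratio within a 140 s kinetic read after compound addition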
Target sequence (P11229 whole entry, looked up): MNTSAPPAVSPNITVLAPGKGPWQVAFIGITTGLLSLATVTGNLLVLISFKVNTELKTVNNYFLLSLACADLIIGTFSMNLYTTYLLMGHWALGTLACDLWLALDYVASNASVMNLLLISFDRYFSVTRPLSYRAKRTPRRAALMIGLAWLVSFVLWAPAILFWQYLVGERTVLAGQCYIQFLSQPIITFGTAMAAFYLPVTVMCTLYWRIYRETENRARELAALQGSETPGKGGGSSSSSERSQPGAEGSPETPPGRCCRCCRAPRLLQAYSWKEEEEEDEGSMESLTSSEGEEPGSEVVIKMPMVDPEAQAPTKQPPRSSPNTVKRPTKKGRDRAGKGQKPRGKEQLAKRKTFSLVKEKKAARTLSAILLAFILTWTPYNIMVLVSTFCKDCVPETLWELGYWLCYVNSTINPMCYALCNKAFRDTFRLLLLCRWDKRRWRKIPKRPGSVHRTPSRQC
OXTR potentiator: potentiates the human oxytocin receptor response; P30559; CHO-OTR cells, Fluo-8 calcium fluorescence, potentiator mode; 0% = oxytocin EC15, 100% = EC100; activation, % at 3 µM; 320,000 compounds, 0.061% hits;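 active = activation above that plate's cutoff, the mean activation of tested compounds plus 3 SD, cut at about 6.6% in these data, passing the limit was not always enough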;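 also: 100% uses oxytocin at 75 nM as the full agonist control; some results filed as inactive read as strong as hits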
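Assay system: CHO cell line stably expressing human OTR | Also added: Oxytocin at about EC15, sub-maximal agonist stimulus | Times: Compound 6 min at room temperature before oxytocin, 100 s read | Measured by: Fluo-8 intracellular calcium fluorescence, ex 470-495, em 515-575 nm | Controls: EC15 oxytocin alone as 0%, 75 nM oxytocin as 100%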
CHO-K1 Ca antag: nonselective inhibitor or artifact in parental CHO-K1 cells. ATP-induced calcium, Fluo-8 fluorescence. inhibition, % at 3 µM. 360,000 compounds, 0.6% hits;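 active = inhibition above a per-plate cutoff, the plate's mean sample inhibition plus 3 SD, cut at about 24% in these data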;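 also: 0% = DMSO plus EC80 ATP and 100% = DMSO alone without ATP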
V1R ag counter: activates human V1a receptor in oxytocin agonist counter-screen; 320,000 compounds, 0.25% hits; P37288; CHO-V1R cells, Fluo-8 calcium fluorescence, agonist mode; 0% DMSO, 100% 3 nM vasopressin; activation, % at 3 µM;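 active = activation above the mean activation of all tested compounds plus 3 SD, per screening run, cut at about 20% in these data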;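 also: signal is peak over basal fluorescence ratio across a 100 second FLIPR read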
TAAR1 ag: agonists of human TAAR1; activation, % at 3 µM; 360,000 compounds, 0.99% hits; Q96RJ0; CHO RD-HGA16 TAAR1, Fluo-8 calcium fluorescence; vehicle wells 0%, saturating PEA agonist 100%;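 active = activation above the mean activation of all test compounds in the run plus 3 SD, cut at about 38% in these data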
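Test system: RD-HGA16 (CHO) cells co-expressing Gα16 and hTAAR1; dosing: one-point dosing at 3 µM (nominal); timing: 17-24 h seeding, 75 min 37 °C dye, 30 min RT; signal: kinetic Fluo-8 calcium fluorescence; read-out basis: % activation relative to PEA EC100 response; controls: DMSO and PEA EC100; replicates: n 1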
* hit, by the source's call; · = no result given.

SMILES	TAAR1 antagonist	M1 PAM parental	CHO-K1 Ca ag	CHO parental Ca	M1 ag	OXTR potentiator	CHO-K1 Ca antag	V1R ag counter	TAAR1 ag
Cc1cccc(C2c3[nH]c4ccccc4c3CCN2Cc2cnn(-c3ccc(F)cc3)c2)n1 (centres undefined)	-24	13	-0.3	-16	-13	-3	-8	0.2	4
O=[N+]([O-])c1c(Nc2ccccn2)cc(Cl)c2nonc12	-3	-17	1.0	-2	2	-10	-2	2.0	-2
c1ccc(CCNc2nc(-c3ccncc3)cs2)cc1	-16	-12	3.5	-15	-2	-20	-6	2.1	3
CCC(=O)N1CCC(C)(C(=O)Nc2cc(OC)c(OC)c(OC)c2)C1 (centres undefined)	-17	9	0.4	·	-3	·	-11	·	2
CC(C)(C)C(=O)CSc1ncccn1	-6	-6	0.0	4	1	3	-6	0.1	1
CCNC(=O)c1ccc2c(c1)C1C3CCC(C3)C1C(c1ccccc1)N2 (centres undefined)	31	12	0.6	-4	-8	-4	-10	4.8	18
Cc1ccc2[nH]cc(C(=O)CCl)c2c1	-8	10	0.4	3	-7	0	1	1.9	0
CC(=O)N1CCN(c2ccccc2NC(=O)Cc2ccc(Cl)cc2)CC1	-23	10	0.6	-29	-6	-4	-12	0.8	0
O=C(Nc1ccc(Cl)c(Cl)c1)Nc1nc(-c2ccccc2)cs1	18	9	2.2	-3	-1	-8	7	5.6	13
COc1cc(NC(=O)c2cccs2)cc(OC)c1	6	-6	-0.1	-27	-4	-5	14	-1.7	11
Cc1ccc(NC(=O)c2ccccc2N2C(=O)C3C4C=CC(C5CC45)C3C2=O)cc1C (centres undefined)	-8	-10	4.0	-21	-1	-11	1	3.2	3
CC(C)(C)OC(=O)N1CCC2(CC1)Oc1ccc(Cl)cc1C(=O)C21CC(c2ccc(Cl)cc2)=NO1 (centres undefined)	-3	16	0.8	-14	-4	-9	-11	0.2	1
CNC(=O)/C=C1\NC(C)(C)Cc2c1ccc1ccccc21	-20	14	-0.4	-24	-4	-10	-21	-1.0	-2
COCCn1c(C)cc(C(=O)COC(=O)c2n[nH]c3ccccc23)c1C	5	17	2.3	-17	-1	-20	-13	2.3	8
Cc1nn(Cc2c(F)c(F)c(F)c(F)c2F)c(C)c1NC(=O)c1ccc(COc2ccc(F)cc2)o1	-8	15	9.8	-15	-6	-12	-12	5.3	5
CC(C)OC(=O)CN1C(=O)C(=O)c2ccccc21	4	-2	0.8	3	-5	-5	-9	-0.2	5
OCCN(CCO)Cc1csc2ccccc12	-7	-1	0.1	-3	-2	1	3	1.3	2
CCCS(=O)(=O)NC(=O)C1(C)CCN(C(=O)Cc2ccc(OC)c(OC)c2)C1 (centres undefined)	-16	13	-0.1	·	-1	·	-24	·	2
CCOC(=O)N1CCN(CCC(=O)Nc2ccc(C)cc2)CC1	-20	31	0.9	-7	-3	-14	-5	-0.2	0
O=C(NC(=O)N1CCCc2ccccc21)c1ccccc1	-20	1	0.9	3	0	-16	-7	0.2	2
Cc1ccc(-c2nnn(CC(=O)NCCc3ccc4c(c3)OCO4)n2)cc1	67*	24	0.1	21	-8	-6	-1	-0.3	78*
CCN(CC)CCn1c(SCC(=O)Nc2cccc(OC)c2)nc2c(sc3ccccc32)c1=O	-5	9	0.2	-21	-6	-5	-10	-1.2	0
COC(=O)c1ccccc1NC(=O)CNC(=O)c1ccc(OC)c(OC)c1	-7	13	2.0	-18	-4	-9	-18	1.3	3
CCc1ccc(NC2CC(=O)N(c3ccc(OC)cc3OC)C2=O)cc1 (centres undefined)	19	-9	1.1	-19	-3	-8	-7	1.7	3
O=C(O)/C(=C\c1ccc(Cl)cc1)c1ccc(F)cc1	-17	-1	0.1	-13	-5	-2	-1	-0.2	-2
COc1cc(C=O)ccc1OCC(=O)N1CCCC1	-12	-11	0.0	5	-3	-13	4	0.6	13
COC(=O)c1cnc(Oc2ccc(NC(=O)NC(=O)c3c(OC)cccc3OC)cc2)cc1C(F)(F)F	-42	6	1.2	-17	-3	-5	1	10	8
COc1ccc(CNC(=O)Cn2cc([N+](=O)[O-])nc2C)cc1	15	20	0.6	-3	-3	-13	-20	0.3	1
CCc1cc(C(=O)NCCN(C)C)cs1	-12	24	0.9	-3	-9	-5	-14	-0.5	5
CCc1ccc2c(c1)cc(CN(C(=S)Nc1ccccc1Cl)C1CC1)c1nnnn12	-15	13	-0.3	-14	-5	-9	-17	-0.8	-3
O=C(N/N=C/c1ccccc1Cl)c1ccncc1	-14	-2	0.1	1	0	1	-5	-0.3	1
C=CCNC(=O)c1c(CS(=O)(=O)c2ccccc2)noc1C(=O)NCc1ccccc1	13	2	1.6	-19	-1	-2	-5	1.3	5
CC(=O)c1ccc(N2CCN(C(=O)c3ccc(Cl)c(S(=O)(=O)NC4CC4)c3)CC2)c(F)c1	18	10	8.0	·	-2	·	-8	·	5
COc1ccc(NC2=CC(c3ccc(OC)c(OC)c3)N(c3ccc(OC)cc3)C2=O)cc1 (centres undefined)	-16	22	0.0	-1	-3	-9	-6	-0.1	2
N#CCCN1CCN(C(=S)c2ccc(-c3ccc(Cl)cc3)o2)CC1	·	-6	-0.6	2	-6	-5	27*	-0.5	·
O=C(Cn1cncc1-c1ccc([N+](=O)[O-])cc1)Nc1cccc2ccccc12	-3	9	0.1	6	-7	-4	5	1.9	2
Nc1[nH]c(C(=O)c2ccccc2)c(-c2ccc(Br)cc2)c1C(=O)c1cccs1	-10	18	1.0	·	·	·	-22	·	3
OCC[C@@H]1C[C@H](O)[C@@H](O)[C@]2(Cc3ccccc3O2)O1	·	9	0.1	4	-4	-4	3	1.2	·
COc1ccc(NC(=O)CN(C)C(=O)CSc2ccc3c(c2)OCCO3)cc1	-7	-6	7.0	-12	-2	8	4	-0.7	3
CC(C)C(NC(=O)C1CCCCC1)C(=O)NC1CCCC(C)C1C (centres undefined)	·	3	-0.5	-6	-3	0	-8	0.0	·
CCCCCCn1cc(CN2CC(N3CCCC3)CS2(=O)=O)nn1 (centres undefined)	-2	9	0.7	·	·	·	-19	·	0
Cc1ccc(S(=O)(=O)N2CCC(=O)N([C@H](COCc3ccc(Cl)cc3)C(C)C)CC2)cc1	-2	22	4.5	·	·	·	-29	·	-2
O=C(c1ccccc1F)N1CCN(Cc2nc3sc4c(c3c(=O)[nH]2)CCCC4)CC1	-7	10	2.9	-14	-4	-4	-7	8.8	-1
O=C1NC[C@H](Cc2ccccc2)N(CC2CCN(CCCCc3ccccc3)CC2)C1=O	-15	12	0.6	·	-11	·	-9	·	6
O=C(CCC(=O)Nc1ccccc1)NNC(=O)c1ccco1	-23	7	0.3	-5	-4	-7	-9	0.5	20
CC(C)=CCC/C(C)=C/C=N/NC(=O)c1cccc([N+](=O)[O-])c1	18	22	0.5	-17	-4	-8	-12	0.1	0
NS(=O)(=O)c1ccc(CCNC(=O)c2ccccc2Cc2ccccc2)cc1	-3	3	2.1	-11	-1	-10	-6	3.4	2
CCOc1ccc2nc(N3CCCC(C(=O)NCC4CCCO4)C3)sc2c1 (centres undefined)	-10	15	3.4	-8	0	-2	-9	0.2	5
Cc1ccc(S(=O)(=O)N2CCCCC2)cc1C(=O)Nc1ccc(S(=O)(=O)Nc2ncccn2)cc1	-30	20	1.0	4	-2	-1	-19	-0.2	1
CC1CCC(NC(=O)C2(C)CCC(=O)N2Cc2cccnc2)CC1 (centres undefined)	2	9	0.2	-4	-1	-2	4	0.6	0
CCNC(=S)N1CCC(c2nc3cc(C)c(C)cc3[nH]2)CC1	18	10	-0.5	-4	-10	-6	0	0.1	-1
N#C/C(=C/c1ccc(O)c(O)c1)c1nc2ccccc2[nH]1	27	-7	3.0	-5	1	-10	-8	5.4	6
O=[N+]([O-])c1ccc(N2CCN(S(=O)(=O)c3ccc4ccccc4c3)CC2)cc1NCC1CCCO1 (centres undefined)	-13	11	-0.1	-20	-7	-2	-2	0.0	0
Cc1cc(C)c2c3c(sc2n1)C(=O)N(c1ccccc1)CC(=O)N3	-34	15	4.8	-10	-3	-4	-2	1.2	5
O=C(c1c(F)c(F)c(F)c(F)c1F)N1CCc2ccccc21	-12	5	-0.5	-15	-3	-8	18	-1.5	20
O=S(=O)(NCc1ccccc1)[C@@H]1CC2C=CC1C2 (some centres undefined)	-6	-16	0.1	-14	-3	-5	0	-0.2	1
CC(C)CC1C(=O)N(Cc2cn(CCC3OCCO3)nn2)CCS(=O)(=O)N1Cc1ccc(-c2ccncc2)cc1 (centres undefined)	47	-10	6.3	·	-4	·	-5	·	11
Nc1[nH]c(C(=O)c2ccccc2)c(-c2ccc(Br)cc2)c1C(=O)NC1CCCCC1	-32	3	0.6	·	·	·	-13	·	0
Cn1c(C(=O)N2CCCC(C(=O)NCc3cccs3)C2)cc2sccc21 (centres undefined)	-22	6	1.4	-9	-5	2	-9	-0.4	6
COc1ccc(CN2C(=O)c3cccc4cccc2c34)cc1F	-1	-7	0.0	-2	-1	-6	-12	0.5	1
The list continues:
SMILES	TAAR1 antagonist	M1 PAM parental	CHO-K1 Ca ag	CHO parental Ca	M1 ag	OXTR potentiator	CHO-K1 Ca antag	V1R ag counter	TAAR1 ag
COC(=O)c1ccccc1NC(=S)NC(NC(=O)COc1ccccc1)C(Cl)(Cl)Cl (centres undefined)	11	5	0.5	-26	-1	-26	-12	-0.3	6
CCOC(=O)c1cnn(-c2ccccc2)c1-n1cccc1C(=O)C(=O)N(C)C	2	18	0.6	-17	-5	7	-19	0.3	3
COc1cc(C(CC(=O)Nc2ncccc2C)N2Cc3ccccc3C2=O)cc(OC)c1OC (centres undefined)	-1	10	1.9	-18	-4	-5	-18	0.7	0
COC(=O)c1cc(Br)ccc1NC(=O)CSCc1c(C)noc1C	9	16	0.7	-16	-2	-8	0	1.8	10
CCCCCCCCCCCCC(NC(C)=O)(C(=O)OCC)C(=O)OCC	-10	-2	-0.4	4	4	-6	5	-0.1	2
COc1cc(C)ccc1OCCON1C(=O)CCC1=O	-14	4	2.3	5	-4	-3	-8	-0.8	0
O=C(COC(=O)c1ccc2ncsc2c1)NC(=O)NCc1ccccc1	8	1	0.8	-16	-1	-1	-7	2.8	13

Nothing new here: 2 of the compounds above.
SMILES	TAAR1 antagonist	M1 PAM parental	CHO-K1 Ca ag	CHO parental Ca	M1 ag	OXTR potentiator	CHO-K1 Ca antag	V1R ag counter	TAAR1 ag
Cc1cccc(C2c3[nH]c4ccccc4c3CCN2Cc2cnn(-c3ccc(F)cc3)c2)n1 (centres undefined)	-24	13	-0.3	-16	-13	-3	-8	0.2	4
O=[N+]([O-])c1c(Nc2ccccn2)cc(Cl)c2nonc12	-3	-17	1.0	-2	2	-10	-2	2.0	-2
